CHRM1 antagonist = antagonists of human M1 muscarinic receptor; P11229; 360,000 tested, 1.3% active; inhibition, % at 3 µM; CHO-K1 hM1, Fluo-8 calcium fluorescence, ACh EC80 antagonist; AID 588852;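 active means percent inhibition above its own plate's cutoff, namely the mean of that plate's compound wells plus 3 SD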;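 further: peak over basal fluorescence ratio during 140 s after agonist addition; 0% = ACh EC80 plus DMSO and 100% = DMSO alone without agonist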
M1 ag = human M1 muscarinic receptor agonism; P11229; CHO-K1 hM1, Fluo-8 calcium fluorescence, agonist mode; 0% DMSO, 100% acetylcholine EC100; activation, % at 3 µM; 360,000 tested, 0.33% active; AID 588814;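 active means activation above the run's mean compound activation plus 3 SD, cut at about 16% in these data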;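 further: peak over basal fluorescence ratio within a 140 s kinetic read after compound addition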
M4 antag = antagonists of human muscarinic M4 receptor (CHRM4); P08173; CHO-hM4 cells, ACh EC80, Fluo-8 calcium fluorescence; inhibition, % at 3 µM; 360,000 tested, 0.73% active; AID 624125;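 active means inhibition above its plate's cutoff, the mean inhibition of sample wells plus 3 SD, cut at about 27% in these data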;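 further: 0% = acetylcholine EC80 with DMSO and 100% = DMSO without agonist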
Target sequence (P08173 whole entry, looked up): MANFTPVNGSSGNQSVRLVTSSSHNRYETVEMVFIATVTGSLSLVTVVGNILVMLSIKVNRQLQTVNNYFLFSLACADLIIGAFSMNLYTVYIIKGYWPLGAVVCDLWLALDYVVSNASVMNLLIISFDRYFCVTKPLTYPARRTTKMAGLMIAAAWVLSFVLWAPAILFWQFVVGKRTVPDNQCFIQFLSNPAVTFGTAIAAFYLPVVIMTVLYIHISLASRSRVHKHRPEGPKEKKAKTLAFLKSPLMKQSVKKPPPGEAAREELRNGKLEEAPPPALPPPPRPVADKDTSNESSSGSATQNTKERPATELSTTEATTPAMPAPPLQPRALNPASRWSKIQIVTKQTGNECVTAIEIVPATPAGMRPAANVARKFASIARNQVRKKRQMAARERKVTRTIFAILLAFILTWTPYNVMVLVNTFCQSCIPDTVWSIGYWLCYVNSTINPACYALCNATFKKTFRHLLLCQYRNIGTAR
CHO-K1 Ca antag = nonselective inhibitor or artifact in parental CHO-K1 cells; ATP-induced calcium, Fluo-8 fluorescence; inhibition, % at 3 µM; 360,000 tested, 0.6% active; AID 602250;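 active means inhibition above a per-plate cutoff, the plate's mean sample inhibition plus 3 SD, cut at about 24% in these data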;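 further: 0% = DMSO plus EC80 ATP and 100% = DMSO alone without ATP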
CHRM1 PAM = positive allosteric modulators of human M1 muscarinic receptor | P11229 | 360,000 tested, 0.088% active | activation, % at 3 µM | AID 588819 | CHO-K1 hM1, Fluo-8 calcium fluorescence, ACh EC20; 0% = ACh EC20, 100% = maximal ACh; in the data active means activation above about 19%, passing the limit was not always enough
OXTR potentiator = potentiates the human oxytocin receptor response; P30559; CHO-OTR cells, Fluo-8 calcium fluorescence, potentiator mode; 0% = oxytocin EC15, 100% = EC100; activation, % at 3 µM; 320,000 tested, 0.061% active;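 active means activation above that plate's cutoff, the mean activation of tested compounds plus 3 SD, cut at about 6.6% in these data, passing the limit was not always enough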;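 further: 100% uses oxytocin at 75 nM as the full agonist control; some results filed as inactive read as strong as hits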
Target sequence (P30559 whole entry, looked up): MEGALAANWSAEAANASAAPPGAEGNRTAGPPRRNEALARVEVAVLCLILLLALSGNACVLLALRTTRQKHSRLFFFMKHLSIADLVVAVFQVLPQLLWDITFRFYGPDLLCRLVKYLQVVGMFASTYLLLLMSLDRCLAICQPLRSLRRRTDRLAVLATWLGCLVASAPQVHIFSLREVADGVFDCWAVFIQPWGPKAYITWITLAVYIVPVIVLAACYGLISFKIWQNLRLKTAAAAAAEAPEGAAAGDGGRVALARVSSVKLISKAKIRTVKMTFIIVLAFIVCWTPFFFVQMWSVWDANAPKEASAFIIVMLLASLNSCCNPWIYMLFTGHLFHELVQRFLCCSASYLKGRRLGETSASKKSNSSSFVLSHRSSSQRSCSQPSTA
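assay system = CHO-OTR cells, human receptor | schedule = compound 6 min at room temperature before oxytocin, 100 s read | detection = Fluo-8 intracellular calcium fluorescence, ex 470-495, em 515-575 nm | evaluation = normalized max/min fluorescence ratio, % activation | control set = EC15 oxytocin alone as 0%, 75 nM oxytocin (EC100) as 100%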
CHO parental Ca = signal in parental CHO cells, OX1R antagonist counter-screen; 330,000 tested, 0.63% active; AID 463079; parental CHO-K1, ATP-induced calcium, Fluo-8 fluorescence; inhibition, % at 5.6 µM;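 active means inhibition above that plate's mean sample inhibition plus 3 SD, cut at about 26% in these data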;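 further: 0% = ATP-challenged DMSO wells and 100% = DMSO wells without ATP; some compounds past the cut are filed as inactive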
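Material: parental CHO cells / Compound: single nominal dose of 5.6 µM per compound / Signal: Fluo-8 fluorescence / Replicates: singlicate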
M1 ag parental = M1 agonist counterscreen hit in parental CHO-K1 cells; Fluo-8 calcium fluorescence; scaled to maximal ATP response, vehicle zero; activation, % at 3 µM; 360,000 tested, 0.48% active; AID 602248; in the data active means activation above about 15%;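 further: untransfected CHO-K1 host cells lacking M1 receptor as counterscreen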
CHRM4 agonist = agonists of human muscarinic M4 receptor (CHRM4); P08173; CHO-K1 hM4/Gqi5, Fluo-8 calcium fluorescence; vehicle 0%, full acetylcholine response 100%; activation, % at 3 µM; 360,000 tested, 0.14% active; AID 624127;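 active means activation above the run mean over all test wells plus 3 SD, cut at about 32% in these data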;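 further: peak over basal fluorescence ratio per well then scaled between controls; 0% = DMSO wells and 100% = acetylcholine at EC100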
Starred values were filed as active, the others as inactive; / = not tested or not shown.

SMILES | CHRM1 antagonist | M1 ag | M4 antag | CHO-K1 Ca antag | CHRM1 PAM | OXTR potentiator | CHO parental Ca | M1 ag parental | CHRM4 agonist
COc1ccc2cc3cc(C(=O)NC(C)C)oc3nc2c1 | -4.8 | -1.8 | 6.6 | -8.5 | 3.8 | -8.6 | -2.6 | 1.8 | 2.6
COc1cc(OC)cc(C(=O)NC(=S)NCCc2ccccc2)c1 | 6.7 | -8.2 | -3.6 | 6.9 | -8.1 | -8.0 | -20.9 | -0.2 | -1.3
COC(=O)c1c(NC(=O)C(=O)N2CCOCC2)sc2c1CCC2 | 6.8 | 2.2 | 1.3 | 10.5 | 11.4 | -3.6 | -22.6 | -0.1 | 0.5
O=c1[nH]c(=O)n(Cc2ccccc2)c2nc(-c3ccco3)cc(C(F)(F)F)c12 | 1.4 | -1.5 | 3.0 | 2.8 | 0.9 | -6.3 | -2.5 | -0.1 | 0.8
CC1C/C(=N\NC(N)=S)c2cc(Cl)ccc2S1 (stereo not given) | -7.1 | -0.4 | 2.9 | -0.6 | 1.8 | -3.9 | -10.8 | 0.4 | 0.1
CCCn1c(=S)[nH]c2cc(C(=O)N3CCc4ccccc4C3)ccc2c1=O | -2.9 | -4.6 | 6.3 | -0.7 | 5.7 | -11.0 | -0.9 | 0.3 | 0.7
CCc1ccccc1NS(=O)(=O)c1ccc(OC)c2ncccc12 | 4.5 | 4.7 | -22.1 | -14.0 | 2.0 | -5.7 | -16.3 | 5.7 | 4.7
COc1ccc(CCNC(=O)COC(=O)c2ccccc2NCCO)cc1OC | -11.7 | -1.0 | -8.1 | -8.7 | 10.6 | 1.5 | -11.5 | 1.4 | 1.9
O=C(Cc1cccs1)N/N=C/c1ccccn1 | -17.8 | -1.7 | 6.3 | -3.0 | 11.6 | -8.5 | -28.5 | 1.0 | 0.1
Clc1ccc(C2=C3CCCCn4c(-c5ccccc5)c[n+](c43)C2)cc1 | -5.0 | -4.4 | -1.2 | -7.0 | -3.2 | -5.7 | -11.5 | 0.2 | -0.4
CC(=O)Nc1ccc(S(=O)(=O)N2CCN(CC(O)COc3ccc4ccccc4c3)CC2)cc1 (stereo not given) | 34.1* | 0.0 | 18.5 | 4.7 | -21.2 | -11.8 | 1.5 | 12.3 | 24.9
COC(=O)c1ccc(N(C(=O)c2ccco2)C(C(=O)NC2CCCC2)c2ccco2)cc1 (stereo not given) | 1.7 | -2.8 | 1.1 | -15.6 | 1.0 | -8.2 | -30.3 | 0.0 | 0.5
CC(C)Cn1c(SCC(=O)Nc2ncccn2)nc2ccccc21 | -12.0 | -1.4 | -11.1 | -14.0 | 9.9 | 3.9 | -27.7 | 0.0 | 1.8
CC1(C)NC(=O)N(c2ccccc2Cl)C1(C)NO (stereo not given) | -15.6 | -1.9 | -15.8 | -1.4 | 10.8 | -0.1 | -3.7 | 0.4 | 0.2
Cc1ccccc1Nc1nc(N)nc(CSc2nc3ccccc3c(=O)n2CCCO)n1 | -14.9 | 1.0 | -6.3 | -25.7 | -1.5 | -6.4 | -25.3 | 4.0 | 19.8
CC(=O)C1=C(O)C(=O)N(CCCCCC(=O)O)C1c1ccc(N(C)C)cc1 (stereo not given) | -20.1 | -0.9 | -4.9 | -12.8 | 2.5 | 2.0 | -11.6 | 0.2 | -0.2
COCc1[nH][nH]c(=O)c1C=Nc1ccc(F)cc1F | -23.9 | -1.5 | -5.3 | 3.8 | 4.5 | -10.9 | -12.3 | 0.5 | -0.2
C=Cc1ccc(CC2(C)C(=O)Nc3c(Cl)cccc32)cc1 (stereo not given) | -3.0 | -5.3 | -3.7 | -2.4 | -2.2 | / | / | -0.1 | -1.6
COc1ccc(C(=O)N[C@H](C(=O)NCC2CCCCC2)C(C)C)cc1 | -27.2 | -5.7 | -1.9 | -5.4 | 3.3 | -5.4 | -13.5 | -0.2 | 0.0
O=C(Nc1ccccc1C(=O)NC1CCCCC1)c1ccco1 | -2.6 | -4.2 | 7.4 | -6.3 | 3.2 | -15.9 | -15.8 | 0.6 | 0.1
CC1(Cc2ccccc2Cl)C(=O)Nc2c(Cl)cccc21 (stereo not given) | -19.7 | -5.6 | 3.2 | 1.5 | 7.7 | / | / | 0.5 | 1.0
Cc1nc(C(F)(F)F)ccc1C(=O)N1CCC1(C)C(=O)NCc1ccc(Cl)cc1 (stereo not given) | -4.8 | 6.2 | -4.2 | -4.1 | 1.9 | / | / | 0.8 | 4.6
CCC1CCC(C(=O)NC(CCSC)C(=O)NCCN(CC(C)C)CC(C)C)CC1 (stereo not given) | -8.3 | -4.1 | -5.7 | -3.3 | 6.2 | 4.6 | -18.1 | -0.5 | -0.8
COc1ccc(/C=C/C(=O)OCC(=O)Nc2cccc(S(=O)(=O)NC3=NCCCCC3)c2)cc1 | -14.4 | 3.6 | -18.7 | -10.4 | 9.0 | -9.5 | -21.8 | 3.0 | 11.1
COc1cccc(-c2cc3c(c4c2ccn4C)C2CCC3C2)c1 (stereo not given) | -1.3 | -4.8 | -15.3 | 3.2 | -1.9 | / | / | 0.1 | -1.9
COC(=O)C1CCC(=S)N1C(=O)c1ccccc1 (stereo not given) | -17.7 | -1.8 | -1.9 | -3.7 | 8.0 | -6.4 | -5.0 | 0.0 | -0.1
NC(=O)C(C(=O)/C=C/c1ccc(Cl)cc1)=C1SCCS1 | -6.9 | -1.9 | -1.3 | -17.4 | 5.7 | 2.8 | -1.4 | 1.4 | 1.7
CN(Cc1ccccc1)c1ncnc(N)c1[N+](=O)[O-] | -0.7 | -5.0 | -3.0 | 16.3 | 7.9 | -0.8 | 0.4 | -0.2 | 0.8
CC1(C)CC2(CC(c3ccccc3)c3ccc(O)cc3O2)NC(=S)N1 (stereo not given) | 1.1 | -2.4 | 3.3 | -6.4 | 3.6 | -3.6 | 1.2 | 1.1 | 0.7
CCN(CC1COc2ccccc2O1)S(=O)(=O)c1ccc(C)cc1 (stereo not given) | -0.6 | -4.7 | 1.8 | 2.7 | -10.3 | -5.6 | -18.8 | 2.3 | 2.3
O=C(NC1CCCCCC1)c1cc(S(=O)(=O)N2CCOCC2)ccc1F | -10.1 | -6.8 | 6.4 | 5.0 | 16.6 | -8.2 | -8.8 | 1.6 | 0.9
CCCCn1c(=O)n(CC(=O)Nc2ccc(OC)c(Cl)c2)c(=O)c2c1nc(CO)n2CCC | -11.3 | 0.1 | -1.7 | 0.0 | 13.5 | -3.2 | -12.0 | 1.3 | 4.1
COc1ccc(CC2S/C(=C(\C#N)C(=O)NCc3ccco3)N(c3ccc(C)cc3)C2=O)cc1 (stereo not given) | 3.2 | -3.7 | -5.4 | -6.7 | -2.1 | -6.3 | -27.7 | 0.9 | 3.0
Clc1ccc(-c2nnc(SCc3ccon3)o2)c(Cl)c1 | -6.8 | -5.3 | 0.4 | -10.2 | -0.9 | -6.9 | -0.5 | 3.0 | -0.3
CC(C)c1ccc(OCC(=O)NCc2n[nH]c(=O)c3ccccc23)cc1 | -5.1 | -0.9 | 6.1 | 4.5 | 0.5 | -9.1 | 5.1 | 3.4 | 3.2
O=C(CSc1nc(C2CCCCC2)n(-c2ccccc2)n1)NCC(F)(F)F | -2.4 | -10.1 | -2.3 | -3.0 | -2.8 | -2.5 | -24.7 | -0.8 | -2.1
Cc1cccc(NC(=O)CSc2nccn2C)c1 | -13.4 | -2.8 | 11.5 | -6.4 | 7.1 | -11.8 | 6.8 | 0.0 | 0.4
CN(C)c1nc(C(=O)OCCO)nc(N(C)C)n1 | 0.0 | -1.5 | -4.0 | -5.3 | 4.5 | 3.6 | -0.3 | 0.6 | 0.5
C=CCn1c(SCC(=O)NCCc2ccccc2)nc2c([nH]c3ccccc32)c1=O | 7.3 | -2.8 | -3.5 | -11.7 | 0.3 | -2.9 | -10.6 | 1.0 | 0.5
O=P(CCCCCCCCCP(=O)(c1ccccc1)c1ccccc1)(c1ccccc1)c1ccccc1 | 31.7* | 1.6 | 21.3 | 16.0 | -10.3 | -21.5 | 99.5* | 5.8 | 13.0

Next section; the last four above are carried over.
SMILES | CHRM1 antagonist | M1 ag | M4 antag | CHO-K1 Ca antag | CHRM1 PAM | OXTR potentiator | CHO parental Ca | M1 ag parental | CHRM4 agonist
Cc1cccc(NC(=O)CSc2nccn2C)c1 | -13.4 | -2.8 | 11.5 | -6.4 | 7.1 | -11.8 | 6.8 | 0.0 | 0.4
CN(C)c1nc(C(=O)OCCO)nc(N(C)C)n1 | 0.0 | -1.5 | -4.0 | -5.3 | 4.5 | 3.6 | -0.3 | 0.6 | 0.5
C=CCn1c(SCC(=O)NCCc2ccccc2)nc2c([nH]c3ccccc32)c1=O | 7.3 | -2.8 | -3.5 | -11.7 | 0.3 | -2.9 | -10.6 | 1.0 | 0.5
O=P(CCCCCCCCCP(=O)(c1ccccc1)c1ccccc1)(c1ccccc1)c1ccccc1 | 31.7* | 1.6 | 21.3 | 16.0 | -10.3 | -21.5 | 99.5* | 5.8 | 13.0
CCNC(=S)Nc1cc(OC)c(NC(=O)c2ccco2)cc1OC | -6.7 | -7.3 | -4.8 | -6.6 | 8.4 | -16.9 | 5.4 | 0.1 | 0.2
CC1(c2cccc([N+](=O)[O-])c2)CC(C)(C)N(C(=O)c2ccccc2)c2ccccc21 (stereo not given) | 2.8 | -4.1 | 7.7 | -10.4 | 3.0 | -3.6 | -4.6 | 0.6 | -0.5
CCOc1ccc(S(=O)(=O)N2CCN(C(=O)c3oc4ccccc4c3C)CC2)cc1 | -28.2 | 9.8 | -4.8 | -4.0 | 24.4* | / | / | 0.3 | 5.9
S=c1[nH]nc(C(c2ccccc2)C2CCCCC2)o1 (stereo not given) | -11.8 | -6.1 | -4.7 | -8.8 | 4.3 | -1.4 | -9.8 | 2.7 | 0.5
O=[N+]([O-])c1cc(/C=N/N2CCN(c3ccccc3)CC2)ccc1Cl | 1.0 | -7.8 | 7.1 | 0.3 | 1.1 | -7.1 | -9.6 | 0.9 | 0.2
CCOc1ccc(-n2cc(C(=O)N3CCC(C)CC3)c3cc(OC)c(OC)cc3c2=O)cc1 | 6.8 | -2.5 | -5.5 | 7.8 | -4.7 | -2.9 | -22.3 | 0.6 | 4.1
Cc1cccc(OC(=O)C2C(c3ccccc3)C(C(=O)O)C2c2ccccc2)c1 (stereo not given) | -0.4 | -5.1 | 21.4 | 18.5 | 7.7 | -4.3 | -14.2 | 0.6 | 2.3
CCC(C(=O)NC1CCCC1)N(C(=O)Cn1nnc(-c2ccc(C)o2)n1)c1ccc(OC)c(OC)c1 (stereo not given) | 0.1 | 0.3 | 4.6 | -2.4 | -3.0 | -3.7 | -20.1 | -0.1 | 0.9
O=C1Cc2c([nH]c3ccc(Br)cc23)-c2ccccc2N1 | -11.9 | -5.6 | -8.4 | -9.5 | 8.8 | / | / | -0.9 | 4.7
CCCCn1c(SCC(=O)Nc2ccc3c(c2)OCCO3)nnc1C(CC)N(C)C (stereo not given) | -2.3 | -4.5 | 11.6 | -5.6 | 4.9 | 2.5 | -17.3 | -0.1 | 0.1
Cc1ccc(NC(=O)CSc2nnc(-c3cc(C)on3)o2)cc1 | 1.6 | -2.9 | -1.5 | 2.9 | 1.1 | 5.2 | 1.3 | 6.3 | 1.8
